High-throughput results (PubChem)
p53 reactivation = mutant p53 re-activation in reporter cells. H1299 p53-A138V BP100-luciferase reporter, luminescence, 24 h. Potency, µM (doses to about 92.2 µM), without a hit: at the highest dose activity change, positive = activation, most hits filed as activators. 320,000 tested, 0.063% active. AID 504706; further: % of control where 0% means no effect; nearly all actives have a fitted effect of over 45% in size
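H1299 (p53-null), stable ts p53-A138V + BP100-Luc; 1000 cells/well, Opti-MEM/10% FBS; cpd 4 pt, 1:5; 24 h, 37 deg C, 5% CO2; detection reagent 10 min RT; luminescence.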
CXXC DNA block = blocks binding of human MLL CXXC domain to DNA; MLL-CXXC / FITC-HOXA9 DNA fluorescence polarization; Potency, µM (highest dose often 115 µM), for inactives: at the top dose activity change, negative = inhibition, most hits filed as inhibitors; 290,000 tested, 0.037% active; AID 2662; active means well fitted inhibition curve with a large enough effect in the polarisation, with a control signal flat, not every such curve was filed as active; inconclusive means small, poorly fitted or top-dose-only effect, or effect the other way, or a change in a side signal; inactive means no such curve, though single readings can be large or run the other way; the % refers to the polarisation
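Fluorescence polarization: 7 uM MLL-CXXC (stock) preincubated 5 min with compounds, then 50 nM fluorescein-HOX-A9 DNA (stock) added; 30 min ambient. Buffer 50 mM Tris-HCl pH 7.5, 50 mM NaCl, 1 mM DTT, 0.05% BSA.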
FLuc modulator = firefly luciferase modulation, counter-screen for miR-21 project; purified FLuc, Km substrates, luminescence inhibition; Potency, µM (highest dose often 57.5 µM), for inactives: at the highest dose activity change, negative = inhibition, actives largely listed as inhibitors; 360,000 tested, 6.9% active;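 further: plate controls were vehicle for no effect and reference inhibitor for full effect; nearly all actives have a fitted effect of over 55% in size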
Target sequence (P08659 whole entry, looked up): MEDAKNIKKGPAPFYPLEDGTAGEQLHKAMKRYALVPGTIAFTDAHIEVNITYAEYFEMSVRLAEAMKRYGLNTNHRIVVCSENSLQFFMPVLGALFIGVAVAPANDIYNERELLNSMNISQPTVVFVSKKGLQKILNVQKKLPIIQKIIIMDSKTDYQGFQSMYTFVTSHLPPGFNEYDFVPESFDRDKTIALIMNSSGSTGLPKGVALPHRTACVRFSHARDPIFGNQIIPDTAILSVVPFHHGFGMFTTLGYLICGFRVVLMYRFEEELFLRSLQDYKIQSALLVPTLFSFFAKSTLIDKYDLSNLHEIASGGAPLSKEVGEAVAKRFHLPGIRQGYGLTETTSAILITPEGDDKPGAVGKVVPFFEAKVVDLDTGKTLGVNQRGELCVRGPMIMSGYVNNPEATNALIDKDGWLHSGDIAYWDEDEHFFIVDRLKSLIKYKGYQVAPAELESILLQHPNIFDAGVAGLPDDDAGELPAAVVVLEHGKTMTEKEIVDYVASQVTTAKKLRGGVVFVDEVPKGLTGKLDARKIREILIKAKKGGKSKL
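Purified P. pyralis luciferase (10nM final) with 10uM D-luciferin and 10uM ATP (Km levels) in 50mM Tris acetate pH 7.5, 10mM Mg acetate, 0.01% Tween-20, 0.05% BSA; qHTS 6-point titration, ~60 µM downward; luminescence read.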
Rab9 prom act = activators of Rab9 promoter; Potency, µM (top dose mostly 9.22 µM), without a hit: at the highest dose activation, negative = inhibition, usual class: activators; 320,000 tested, 2.8% active; Huh7 Rab9 promoter-luciferase reporter, luminescence, 24 h; further: % of control where 0% means no effect; nearly all actives have a fitted effect of over 60% in size
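Promoter activation is measured as luciferase luminescence in Huh7 cells stably transfected with a Rab9 promoter–luciferase construct, following 24 h compound exposure at 37 °C and 10 min reagent incubation at ambient temperature.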
RORgamma inh = blocks mouse ROR gamma transcriptional activity. Drosophila S2 Gal4-RORgamma UAS-luciferase reporter, 20 h. Potency, µM (doses to about 53.6 µM), without a hit: at the highest dose activity change, negative = inhibition, hits mostly inhibitors. 310,000 tested, 5.4% active; further: on the % scale 0 is the no-effect control and ±100 the full control effect; nearly all actives have a fitted effect of over 60% in size
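Stably transfected Drosophila Schneider cells are the test system, with ROR gamma fused to Gal4 and luciferase under UAS control; luminescence is read after 20 hr of 700 uM copper sulfate induction at ambient temperature.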
ELG1 genotox = inducers of genotoxicity in HEK293T ELG1-luciferase cells; HEK293T ELG1-luciferase reporter, luminescence, 16 h; Potency, µM (top dose mostly 46 µM), for the others: at the top dose activity change, positive = activation, most hits filed as activators; 330,000 tested, 1.3% active; AID 504466; further: % of control where 0% means no effect; nearly all actives have a fitted effect of over 60% in size
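HEK293T cells expressing luciferase-tagged ELG1 were treated with compound or DMSO for 16 hr at 37°C. Luciferase activity was then read after 30 min with ONE-Glo at room temperature; rising signal flags genetic stress.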
VP16 counter = counter-screen for ROR gamma inhibitors: Gal4-VP16 reporter | Drosophila S2 Gal4-VP16 UAS-luciferase, luminescence, 20 h | Potency, µM (series often up to 53.6 µM), for inactives: at the highest dose activity, negative = inhibition, usual class: inhibitors | 310,000 tested, 3.5% active | AID 2546;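 further: Gal4-VP16 expression switched on by copper sulfate through the metallothionein promoter; on the % scale 0 is the no-effect control and ±100 the full control effect; nearly all actives have a fitted effect of over 50% in size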
uPA generation = cell surface uPA generation inhibition | 330,000 tested, 0.31% active | Potency, µM (doses to about 38.3 µM), inactives show at the highest dose activity change, negative = inhibition, hits mostly inhibitors | AID 540303 | cell surface uPA generation assay, qHTS; active means well fitted inhibition curve with a large enough effect; inconclusive means small, poorly fitted or top-dose-only effect; inactive means no such curve, though single readings can be large or run the other way; tested in mouse RAW 264.7 cells; further: on the % scale 0 is the no-effect control and ±100 the full control effect; nearly all actives have a fitted effect of over 55% in size
NPC1 promoter act = activates the NPC1 promoter; 320,000 tested, 2.4% active; Potency, µM (highest dose often 9.22 µM), for inactives: at the highest dose activation, actives largely listed as activators; Huh7 NPC1 promoter luciferase reporter, 24 h;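 further: % of control where 0% means no effect; nearly all actives have a fitted effect of over 60% in size; reporter is driven by a mutant NPC1 promoter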
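Luminescence from an NPC1 promoter-driven luciferase reporter in stably transfected Huh7 cells was measured after 24 h compound treatment at 37 °C, followed by 10 min ambient incubation with luciferase detection reagent.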
MBNL1-CUG inh = blocks human MBNL1 binding to CUG repeat RNA; Q9NR56; TR-FRET MBNL1-His/biotin-(CUG)12 binding, 665/545 ratio; Potency, µM (titrated, usually from 57.5 µM), for inactives: at the highest dose activity change, negative = inhibition, most hits filed as inhibitors; 280,000 tested, 0.036% active; active means well fitted inhibition curve with a large enough effect in the signal ratio, with a control signal flat, not every such curve was filed as active; inconclusive means small, poorly fitted or top-dose-only effect, or effect the other way, or a change in a side signal; inactive means no such curve, though single readings can be large or run the other way; the % refers to the signal ratio; further: on the % scale 0 is the no-effect control and ±100 the full control effect
Target sequence (Q9NR56 whole entry, looked up): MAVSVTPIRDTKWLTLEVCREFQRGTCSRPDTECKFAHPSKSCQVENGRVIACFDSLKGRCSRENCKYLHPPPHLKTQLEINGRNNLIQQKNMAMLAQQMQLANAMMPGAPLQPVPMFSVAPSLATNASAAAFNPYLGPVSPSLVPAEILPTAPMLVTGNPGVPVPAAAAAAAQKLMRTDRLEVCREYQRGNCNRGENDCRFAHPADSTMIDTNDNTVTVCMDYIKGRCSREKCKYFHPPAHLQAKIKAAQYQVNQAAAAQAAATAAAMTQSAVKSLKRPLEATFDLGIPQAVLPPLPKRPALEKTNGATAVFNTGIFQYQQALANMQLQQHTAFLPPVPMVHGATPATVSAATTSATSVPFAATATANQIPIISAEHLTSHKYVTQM
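Compounds (final 92 nM to 58 uM) are added to His-tagged MBNL1 and biotin-(CUG)12, then terbium anti-His antibody and streptavidin-XL665 (5 nM final). After 60 min at room temperature, the 665/545 nm ratio is read.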
BRCA1 expr up = activators of BRCA1 expression; Potency, µM (top dose mostly 46.1 µM), for inactives: at the highest dose activation, actives largely listed as activators; MCF7-BRCA1-FFLuc reporter, luminescence, 48 h; response scale: scaled: vehicle 0%, 10 µM genistein 100%; AID 624202; 380,000 tested, 1.1% active; further: nearly all actives have a fitted effect of over 80% in size; some results filed as inactive show a strong effect at the top dose
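Reporter cells (MCF7, BRCA1 promoter-firefly luciferase) received library compounds across a concentration series for 48 h. End-point luminescence was measured and concentration-effect curves derived after normalization.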
An asterisk follows results filed as active; ? = inconclusive; . = not tested or not shown; [ ] = remark or other dose. Unless noted, the call rests on the fitted dose curve; in most records, active means well fitted curve in the direction sought with a large enough effect; inconclusive means small, poorly fitted or top-dose-only effect, or another doubt; inactive means no such curve, though single readings can be large; an effect the other way counts as inactive or inconclusive. Potency means the concentration at half of the fitted maximal effect.

SMILES	p53 reactivation	CXXC DNA block	FLuc modulator	Rab9 prom act	RORgamma inh	ELG1 genotox	VP16 counter	uPA generation	NPC1 promoter act	MBNL1-CUG inh	BRCA1 expr up
Cc1cc(C)cc(C(=O)Nc2cc3c4c(c2)CC(=O)N4CCC3)c1	-12%	.	7%	-4%	.	3%	.	14%	-6%	.	-10%
CCN1C(=O)c2ccc(C(=O)Nc3nccs3)cc2C1=O	-13%	9%	?	-3%	-67%	0%	-27%	-1%	0%	?	-12%
COc1ccc(CN2C(=O)C3C4C=CC(C4)C3C2=O)cc1 (stereo not drawn)	10%	1%	0%	0%	7%	2%	2%	.	0%	-4%	2%
CC(=O)Nc1ccc(OC/C=C(\C)Cl)cc1	9%	2%	-9%	7%	?	7%	14%	-17%	2%	-5%	?
CCSc1nc(C)c(CCOc2cccc(C)c2)c(=O)[nH]1	8%	-8%	?	-2%	-1%	-10%	-13%	1%	-1%	-12%	-3%
O=C(COC(=O)c1cc([N+](=O)[O-])ccc1N1CCOCC1)Nc1c(Cl)cccc1C(F)(F)F	-17%	22%	5%	1%	-1%	-2%	0%	1%	1%	?	-20%
CC(NC(=O)CSc1nc2ccccc2n1CCC#N)c1ccc(F)cc1 (stereo not drawn)	8%	15%	0%	3%	8%	1%	4%	-4%	-1%	10%	-9%
CCOc1ccccc1C1C(C(=O)OC)=C(N)OC2=C1C(=O)CCC2 (stereo not drawn)	8%	2%	0%	-1%	-15%	-8%	-1%	9%	2%	2%	-2%
c1ccc(CN2CCC(N=C3NN=C(c4ccc5c(c4)OCCO5)CS3)CC2)cc1	3%	-21%	-19%	13%	10µM*	0%	?	-3%	7%	15%	0%
CCOC(=O)c1c(-c2ccc(Cl)cc2)c(C#N)c(=O)n(N)c1N	-2%	-4%	5%	0%	19%	-6%	-6%	-1%	-5%	20%	-60%
COc1ccc([N+](=O)[O-])cc1COc1ccc2c(-c3ccccc3)cc(=O)oc2c1	-5%	21%	0%	19%	5%	2%	1%	-4%	?	-10%	-54%
COc1cc(N(C)C)c(NC(C)=O)cc1C(=O)O	-8%	4%	-2%	-4%	-26%[0.365 µM]	3%	.	-5%	-3%	-2%	0%[1.84 µM]
CCn1c(SCC(=O)Nc2cc(OC)c(OC)c(OC)c2)nnc1-c1cccs1	-6%	16%	-2%	4%	2%	4%	-4%	7%	6%	-3%	-28%
COc1ccccc1NS(=O)(=O)c1ccc2oc(SCC(C)=O)nc2c1	4%	1%	1%	0%	?	-15%	?	1%	-3%	-4%	-13%
CCN(CC)CCNCc1cc(Cl)ccc1OCc1ccccc1F	-3%	-16%	0%	-1%	-39%	-10%	8%[10 µM]	6%	-4%	-9%	-44%
Cc1cc(NC(=O)COc2coc(CN3CCN(c4ccc(F)cc4)CC3)cc2=O)no1	-5%	.	2%	-1%	.	-1%	.	0%	-3%	.	-4%
Cc1ccc(CNS(=O)(=O)c2ccc3c(c2)N(C)CCO3)cc1	-1%	3%	0%	-5%	43%	-8%	-1%	3%	-2%	1%	1%
CCN(CCCNC(=O)CNC(=O)Cn1cnc2ccccc2c1=O)c1cccc(C)c1	-7%	0%	-1%	0%	-1%	6%	-2%	0%	-4%	3%	-29%
Cn1c(SCC(=O)N2c3ccccc3CCc3ccccc32)nnc1-c1ccc(O)cc1	8%	4%	-2%	-5%	28%	1%	-17%	3%	1%	-12%	-12%
O=C(OCN1C(=O)c2ccccc2C1=O)C1CCCCC1	6%	-4%	0%	2%	8%[0.365 µM]	-2%	.	-8%	0%	16%	4%
Cc1ccc(C2C3=C(CCCC3=O)OC3=C2C(=O)CCC3)cc1	-5%	1%	7%	0%	-29%	0%	8%	-3%	-1%	-3%	0%
COc1ccc(-c2cc3c(=O)n(CC(=O)Nc4cccc(Cl)c4)nc(C)n3n2)cc1	8%	2%	1%	-2%	-1%	3%[9.26 µM]	-5%	-7%	-6%	0%	-27%
O=C(CCNS(=O)(=O)c1cccs1)NCc1cccs1	-8%	16%	7%	-1%	-1%	1%	-3%	-1%	-2%	6%	0%
CCc1nnc(NC(=O)CSc2nnc(-c3cccnc3)n2CCc2ccccc2)s1	-5%	4%	-1%	-2%	44%	9%	1%	2%	-2%	-14%	37%
O=C(O)c1nn(-c2ccccc2)nc1-c1nn(-c2ccccc2)nc1C(=O)O	-6%	-3%	21µM*	0%	-12%	-1%	?	4%	-2%	-6%	2%
Other structures.
SMILES	p53 reactivation	CXXC DNA block	FLuc modulator	Rab9 prom act	RORgamma inh	ELG1 genotox	VP16 counter	uPA generation	NPC1 promoter act	MBNL1-CUG inh	BRCA1 expr up
CCc1cccc(CC)c1NC(=S)N1CCn2cccc2C1c1ccncc1 (stereo not drawn)	5%	5%	0%	-3%	-25%	8%	-4%	-4%	-2%	.	-1%
Cc1ccccc1C(=O)N1CCC(C(=O)Nc2ccccn2)CC1	-1%	.	8%	4%	.	-17%	.	1%	0%	.	-1%
CC(C)CC(O)C1CCN(C(=O)CCc2nnc(-c3ccccc3)o2)CC1 (stereo not drawn)	1%	-4%	1%	9%	10%	-2%	-9%	-4%	0%	-9%	21%
COc1ccc(NC(=O)CN(C)C2CCS(=O)(=O)C2)cc1 (stereo not drawn)	1%	.	-1%	-1%	.	-4%	.	10%	4%	.	-6%
Cc1ccccc1NC(=O)Cn1c(=O)sc2ccccc21	1%	1%	-3%	-4%	1%	3%	3%	-3%	-4%	1%	3%
O=C(O)c1cc(-c2c[nH]c3ccccc23)nc2ccc3ccccc3c12	3%	11%	1.2µM*	17%	8%	-11%	-19%	-9%	17%	18%	63%
CCOC(=O)C1=C(C)OC(N)=C(C#N)C1c1cc(SCC)oc1C (stereo not drawn)	0%	-9%	1%	-4%	7%	-1%	3%	0%	-4%	3%	-3%
Cc1ccc(CNS(=O)(=O)CCNC(=O)c2ccccc2)cc1	0%	.	-1%	-5%	.	-2%	.	1%	-3%	.	-4%
NC(=S)N=Nc1c(O)n(CCCl)c2ccc(Br)cc12	-5%	6%	0%	-4%	0.79µM*	-10%	3.5µM*	2%	-4%	.	-41%
COc1ccc(Cl)c2sc(NC(=O)C3=COCCO3)nc12	5%	.	?	-5%	.	?	.	2%	22%	.	-43%
CC(=O)NC(Cc1ccccc1)C(=O)NC1CCN(c2ncccc2[N+](=O)[O-])CC1 (stereo not drawn)	-2%	11%	1%	-3%	-3%	0%	-12%	1%	-1%	1%	-1%
Cc1cc(C(=O)Cn2nc(C(=O)O)c3ccccc3c2=O)c(C)n1CCc1ccc(F)cc1	-4%	-2%	?	5%	-4%	-8%	18%	3%	3%	.	-5%
Cc1nc(SCC2(C)CC2(Cl)Cl)n[nH]1 (stereo not drawn)	6%	0%	-13%	-7%	18%	6%	17%	2%	0%	-2%	-8%
CNC(=S)N/N=C(\C)c1ccc(Cl)c(Cl)c1	-2%	10%	-1%	-3%	2.8µM*	1%	7.1µM*	-6%	3%	0%	-20%
CC1CCN(CC(=O)NNC(=O)c2cccc(Br)c2)CC1	8%	2%	0%	-2%	-29%	5%	5%	-1%	2%	-4%	6%
O=C(Nc1cccnc1)c1ccc(Br)s1	8%	2%	7%[2.3 µM]	26%	?	5%	4%	.	14%	3%	10%
CC1(C)CC(=O)C(C2C3=C(CC(C)(C)CC3=O)Oc3c(Br)cc(Br)cc32)=C(O)C1 (stereo not drawn)	4%	-26%	-4%	2%	?	-3%	?	15%	-8%	3%	-43%
COc1ccc(CNn2c(-c3cccc(C)c3)nc3ccccc3c2=O)cc1OC	-3%	-4%	0%	0%	17%	-11%	2%	21%	0%	-3%	-2%
COc1ccccc1-c1nc(SCc2ccccn2)n[nH]1	10%	-8%	?	?	-33%	?	22%	4%	?	-9%	-4%
COc1ccc(/C=N/NC(=O)Cn2nc(C)c([N+](=O)[O-])c2C)cc1	-6%	0%	-2%	-1%	-11%	1%	-12%	-2%	5%	8%	0%
O=C(Cn1ccc2ccccc2c1=O)NCCC(=O)N1CCN(c2cccc(Cl)c2)CC1	4%	3%	-8%	-5%	?	-8%	-12%	-5%	-2%	?	-32%

Some of the entries above in another layout.
| Molecule | p53 reactivation | CXXC DNA block | FLuc modulator | Rab9 prom act | RORgamma inh | ELG1 genotox | VP16 counter | uPA generation | NPC1 promoter act | MBNL1-CUG inh | BRCA1 expr up |
| --- | --- | --- | --- | --- | --- | --- | --- | --- | --- | --- | --- |
| COc1ccc(Cl)c2sc(NC(=O)C3=COCCO3)nc12 | 5% | . | ? | -5% | . | ? | . | 2% | 22% | . | -43% |
| CC(=O)NC(Cc1ccccc1)C(=O)NC1CCN(c2ncccc2[N+](=O)[O-])CC1 (stereo not drawn) | -2% | 11% | 1% | -3% | -3% | 0% | -12% | 1% | -1% | 1% | -1% |

Not all compounds are listed; count on the stated rates, not on these rows.
